# Compound activity deposited in PubChem BioAssay by National Center for Advancing Translational Sciences (NCATS).
# FUS suppressor: FUS proteinopathy suppression in yeast. AID 1347120. 390,000 compounds, 0.24% hits. S. cerevisiae FUS-expressing, growth rescue, OD600, 24 h. Potency, µM (series often up to 76.6 µM), for inactives: at the highest dose growth rescue (activation), usual class: activators; active = well fitted activation curve with a large enough effect; inconclusive = small, poorly fitted or top-dose-only effect; inactive = no such curve, though single readings can be large or run the other way;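 note: plate controls were DMSO vehicle for no effect and reference control for full effect; nearly all actives have a fitted effect of over 55% in size; some results filed as inactive show a strong effect at the top dose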
#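 Steps: raffinose overnight preculture; dilution to OD 0.005 in 2% galactose minimal medium; compound addition (concentration series); 24hr at 30C, 99% humidity; absorbance read at 600 nm.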
# An asterisk follows results filed as active; ? = inconclusive. Potency is the fitted concentration of half-maximal effect. These rows are one share of the data (hit frequency here may not be typical).
SMILES,FUS suppressor
Cc1ccc(NC(=O)C2CC3CCC2C3)cc1 (stereo unspecified),-12.1%
COC(=O)[C@]12C[C@H](CC(=O)N3CCN(C(=O)C4CC4)CC3)C(=O)N(Cc3ccco3)C1=C[C@H](C(C)(C)C)O[C@@H]2C,33.3%
O=C(OCc1cn(Cc2cccc(F)c2F)nn1)N1CCCC1,-8.8%
Cc1cccc(-c2cccc3c4c([nH]c23)[C@@H]2C[C@H](N(C)C(=O)c3ccccc3F)[C@H]([C@H](C)O)CN2CC4)c1,22.5%
COc1ccc2c(c1)N=CN1CCc3c([nH]c4ccccc34)C3=NCC[C@@]321,-6.2%
C[C@@H]1CCCN1c1cccc2c1S(=O)(=O)N(C1CC1)CCCO2,?
CCCOc1ccc(-c2cc(C(C)=O)c3n(c2=O)CCC3)cc1,1.2%
COc1ccc(C(=O)CSc2nnc(-c3cccs3)o2)cc1OC,7.4%
O=C(N[C@@H]1CC[C@H]2SC[C@H](C(=O)O)N2C1=O)OCC1c2ccccc2-c2ccccc21,22.3%
CCCC[C@H]1C2CC(OC(=O)Nc3cc(C)cc(C)c3)C(C2)[C@H]2CCCCN21 (stereo partly specified),-6.5%
COC(=O)c1cc(-c2cnc(OC)nc2OC)c(=O)n2c1CCC2,-6.6%
CN(C)c1cccc(-c2cnc(N3CCC(C(N)=O)CC3)nc2)c1,?
COCCCN1CCC2(CCC(c3ccccc3)CC2)C1=O (stereo unspecified),-2.8%
CN(C)CC(c1ccc(O)cc1)C1(O)CCCCC1 (stereo unspecified),-14.9%
Cc1ccc(S(=O)(=O)N2O[C@@H](c3ccccc3)C[C@H]2CON2C(C)(C)CCCC2(C)C)cc1,3.4%
Cn1c(SCC2CCC2)nnc1-c1ccco1,-1.3%
O=C(CSc1nnc(-c2ccc(Cl)cc2)n1Cc1ccco1)Nc1ccc(S(=O)(=O)Nc2nccs2)cc1,36.9%
CCC(=O)N1CCc2cc(Br)c(S(=O)(=O)NCCCN(CC)Cc3ccccc3)cc21,-7.6%
COc1ccc(S[C@]2(C(=O)N3CCN(c4ncccn4)CC3)CC(=O)N(c3ccc(Cl)cc3)[C@@H]2c2ccc(OC)cc2)cc1,-9.7%
COc1ccc(CN(CCN2CCOCC2)C(=O)c2ccc(C)cc2)cc1OC,-18.5%

# Reformatted: 4 of the compounds above
> Cc1ccc(NC(=O)C2CC3CCC2C3)cc1 (stereo unspecified)
  FUS suppressor = -12.1%
> COC(=O)[C@]12C[C@H](CC(=O)N3CCN(C(=O)C4CC4)CC3)C(=O)N(Cc3ccco3)C1=C[C@H](C(C)(C)C)O[C@@H]2C
  FUS suppressor = 33.3%
> O=C(OCc1cn(Cc2cccc(F)c2F)nn1)N1CCCC1
  FUS suppressor = -8.8%
> Cc1cccc(-c2cccc3c4c([nH]c23)[C@@H]2C[C@H](N(C)C(=O)c3ccccc3F)[C@H]([C@H](C)O)CN2CC4)c1
  FUS suppressor = 22.5%

# Part of the list above, field by field:
> CCCOc1ccc(-c2cc(C(C)=O)c3n(c2=O)CCC3)cc1
  FUS suppressor: 1.2%
> CCC(=O)N1CCc2cc(Br)c(S(=O)(=O)NCCCN(CC)Cc3ccccc3)cc21
  FUS suppressor: -7.6%
> COC(=O)c1cc(-c2cnc(OC)nc2OC)c(=O)n2c1CCC2
  FUS suppressor: -6.6%
> COc1ccc(C(=O)CSc2nnc(-c3cccs3)o2)cc1OC
  FUS suppressor: 7.4%

# More compounds follow:
SMILES,FUS suppressor
COCc1cn([C@H]2C[C@@H]3O[C@H](CO)CC[C@@H]3O[C@@H]2CCc2ccc(-c3ccc(OC)cc3)cc2)nn1,?
COc1cccc(Cn2cc(COC(=O)N3CCCC3)nn2)c1,-12.2%
Cc1cc(C)cc(NC(=O)OC2CC3CC2[C@H]2CCCCN2[C@H]3C)c1 (stereo partly specified),26.8%
Cc1ccc(C(=O)C2CCN(CC(=O)NC(C)C)CC2)cc1,4.4%
CC(C)(C)C(=O)OC12CCCN(C1)/C(=C/c1ccc(C#N)cc1)C2 (stereo unspecified),-6.6%
O=S1(=O)CC2c3ccc(F)cc3CN2CN1Cc1ccc(F)cc1 (stereo unspecified),2.5%
CSc1ccc(C=Nn2c(-c3ccc(F)cc3)n[nH]c2=S)cc1,6.0%
O=C(Cn1nnc(-c2ccccc2F)n1)Nc1ccc(Cl)cc1,-11.9%
COc1cc(Cn2cc([C@]34C[C@H]5C(=O)N(C)CC(=O)N5[C@H]3N(S(=O)(=O)c3ccccc3)c3ccccc34)c3ccccc32)cc(OC)c1,?
Cc1ccc(NC(=O)C2CCN(c3nnc(-n4cccc4)s3)CC2)c(C)c1,7.1%
CC(=O)CC[C@@H]1CC[C@]2(CCCN(C(=O)C3CCCC3)C2)O1,-17.5%
CCC[C@H]1[C@@H](OC(=O)NCc2ccc(OC)cc2)CC[C@@]23CCCN2C(=O)CCC[C@@H]13,15.7%
COC(=O)[C@]12C[C@H](CC(=O)N3CCSCC3)C(=O)N(Cc3cccc4ccccc34)C1=C[C@H](COCc1ccccc1)O[C@@H]2C,?
O=C(CSc1nnc(-c2ccco2)n1-c1ccc(Cl)cc1)Nc1cccc2ccccc12,?
COC(=O)[C@]12C[C@H](CC(=O)N3CCOCC3)C(=O)N(Cc3ccco3)C1=C[C@H](C(C)(C)C)O[C@@H]2C,44.6%
COC(=O)c1cc(-c2ccc(C)c(C)c2)c(=O)n2c1CCC2,-2.7%
CCOc1ccc(-c2cc(C(C)=O)c3n(c2=O)CCC3)cc1,12.8%
CC[C@@H](CCC1CCCCC1)CN(c1ccccc1)S(C)(=O)=O,19.8%
O=C(CSc1nnc(-c2ccccn2)n1Cc1ccco1)Nc1ccc(Oc2ccccc2)cc1,34.3%
O=C(CSc1nnc(COc2ccccc2)n1Cc1ccco1)c1ccc2ccccc2c1,?
COc1ccc2c(c1)CCCN2C(=O)C1CCCN(S(=O)(=O)c2ccc(Cl)s2)C1 (stereo unspecified),?
Cc1ccc2nc(-c3ccc(NC(=O)CSc4nnc(Cc5cccs5)n4C)cc3)sc2c1,24.1%
CCCOc1ccc(C(=O)N2CCC(Oc3cccnc3)CC2)cc1,-6.8%
Cc1ccc(CN2CCCCC(NC(=O)c3cccc(C(F)(F)F)c3)C2=O)cc1 (stereo unspecified),29.7%
COc1cccc(NC(=O)Nc2c(-c3ccc(C)cc3)nc3ncccn23)c1,-11.0%
CCN1CCCCC(NC(=O)c2ccccc2)C1=O (stereo unspecified),-21.3%
COC(=O)[C@]12C[C@H](CC(=O)N3CCCC3)C(=O)N(CCC3=CCCCC3)C1=C[C@H](C1CCCC1)O[C@@H]2C,?
COC(=O)[C@]12C[C@H](CC(=O)NCCCN3CCCC3=O)C(=O)N(Cc3ccco3)C1=C[C@H](COCc1ccccc1)O[C@@H]2C,8.3%
COc1ccc(S[C@]2(C(=O)N(C)C)CC(=O)N(C(=O)C3CC3)[C@@H]2c2ccc(OC)cc2)cc1,42.2%
Cc1ccccc1Cn1cc(COC(=O)NCCc2c[nH]c3ccccc23)nn1,?
CCC(C(=O)Nc1ccccc1N1CCCC1)c1ccccc1F (stereo unspecified),10.5%
COC(=O)C[C@H]1CC[C@@H]2[C@H](COc3ccc(NC(=O)c4cccc(F)c4)cc3C(=O)N2C)O1,-3.2%
COC(=O)C1CN(CCO)CCS(=O)(=O)N1Cc1cn(Cc2ccc(C)cc2)nn1 (stereo unspecified),-4.4%
C#CCNC(=O)C[C@@H]1C(=O)N(Cc2ccc(OC)cc2)/C2=C/CCCCC[C@@]21C(=O)OCC,11.1%
O=C(C1CCCN(S(=O)(=O)c2ccccc2F)C1)N1CCN(Cc2ccccc2)CC1 (stereo unspecified),4.4%
O=C(Nc1cccc(C(F)(F)F)c1)OC1CCC12CCC(c1ccccc1)CC2 (stereo unspecified),-2.1%
O=C(NCc1ccc(C(=O)N2CCCC2)cc1)c1cccc(Br)c1,10.5%
COC(=O)C[C@H]1CC[C@H]2[C@H](COc3ccc(NC(=O)Cc4cccs4)cc3C(=O)N2C)O1,7.6%
O=C(NCc1ccco1)C1CCCN(S(=O)(=O)c2ccc(F)cc2)C1 (stereo unspecified),-1.9%
C=CC[C@@H]1NN2C(=O)[C@@H](CCCC)[C@@H]3c4cc5ccccc5cc4C=NN3[C@@H]2c2cc3ccccc3cc21,27.1%
CCCCNC(=O)C[C@H]1C(=O)N(Cc2ccc(OC)cc2)C2=CCCC[C@@]21C(=O)OCC,13.5%
CN(C)c1ccc(NC(=S)OC2CCC23CCC(c2ccccc2)CC3)cc1 (stereo unspecified),-10.0%
CC(C)[C@H](NC(=O)OCc1ccccc1)C(=O)N[C@@H](Cc1ccccc1)C1(O)CN(C)C(C(=O)NCc2ccccn2)CO1 (stereo partly specified),19.9%
C#CCN1CC(N(C)CCOC(=O)CC2C=CCC2)CS1(=O)=O (stereo unspecified),-16.4%
C(=C\c1ccccc1)/CSc1nnc(Cc2cccs2)n1-c1ccccc1,45.0%
CC(C)N1CCc2c(-c3nc4ccccc4s3)csc2C1,-10.1%
Cc1ccc(S(=O)(=O)N2C=C(c3ccccc3)c3ccccc3-c3ccccc32)cc1,19.4%
CCOC(=O)[C@@]12CCCC3=C1N(CCC3)C(=O)[C@H]2CC(=O)NCc1ccc(OC)c(OC)c1,4.6%
COc1ccc2cc3cc(C(=O)Nc4ccc(F)cc4)sc3nc2c1,32.4%
CN1CCCN(S(=O)(=O)c2ccc3c(c2)n(C)c(=O)c(=O)n3C)CC1,0.7%
O=C(N[C@@H]1C[C@@H]2O[C@@H](CO)CC[C@@H]2O[C@@H]1CCc1ccc(-c2cccnc2)cc1)c1cccc(F)c1,25.0%
CCCSc1nnc(-c2ccco2)n1C,-19.6%
COC(=O)[C@]12C[C@H](CC(=O)NCc3cccc(C(F)(F)F)c3)C(=O)N(Cc3cccc4ccccc34)C1=C[C@H](C(C)C)O[C@@H]2C1CC1,?
CCN(Cc1ccccc1)C(=O)C1CCCN(c2ncccn2)C1 (stereo unspecified),5.4%
Cc1ccccc1CN1CCCCC(NC(=O)C2CCCCC2)C1=O (stereo unspecified),-0.2%
COCc1cccc(-c2cc(C(=O)OC)c3n(c2=O)CCC3)c1,2.2%
Cc1ccc(-c2nc(C3CCCN(S(=O)(=O)c4ccccc4)C3)no2)cc1 (stereo unspecified),25.5%
O=c1c2cc3cccnc3nc2ncn1CCc1c[nH]c2ccccc12,33.3%
COC(=O)[C@]12C[C@H](CC(=O)N3CCN(C(=O)C4CC4)CC3)C(=O)N(Cc3ccc(Cl)cc3Cl)C1=C[C@H](C(C)C)O[C@@H]2C1CC1,28.2µM*
Oc1ccccc1C=NN1CCN(Cc2ccccc2)CC1,8.0%
# Remaining list, next part
SMILES,FUS suppressor
O=C(NC1CCC1)O[C@H]1CC[C@@]23CCCN2C(=O)CCC[C@H]3C1,-7.3%
COc1ccc(-c2nnn3c2Cn2c4ccccc4c(=O)n2[C@@H](C)C3)cc1,17.6%
O=C(OCc1cn(Cc2c(F)cccc2F)nn1)N1CCOCC1,-28.1%
COc1ccc(C2C(C(=O)N3CCCCC3C)CC(=O)N2c2ccc(OC)cc2)cc1 (stereo unspecified),23.3%
CC(C)CNc1cccc2c1S(=O)(=O)N(Cc1cn(Cc3cccc(F)c3)nn1)Cc1ccccc1O2,39.1%
CCOc1ccccc1C(=O)N1CCC(Oc2cccnc2)CC1,-16.4%
C[C@@H]1CCN(C2CC2)S(=O)(=O)c2ccc(N3CC[C@@H](N(C)C)C3)cc2O1,-7.3%
Oc1ccc2[nH]cc(-c3cccs3)c2c1-c1ccccc1,9.2%
C=CCN1C(=O)[C@H](CC(=O)NCc2ccccc2)[C@@]2(C(=O)OCC)CCCC=C12,-7.2%
CCOC(=O)CC[C@@H]1CC[C@]2(CCCN(Cc3ccc(OC)cc3)C2)O1,-5.2%
Cc1ccc(NC(=S)NNC(=O)CSc2nc3ccccc3c(=O)n2-c2ccc(Cl)cc2)cc1,15.4%
COC(=O)[C@]12CCCCC=C1N(Cc1ccc(OC)cc1)C(=O)[C@@H]2CC(=O)NCc1ccccc1,?
COc1ccc(C(=O)CSc2nnc(-c3ccccc3)n2-c2ccc(Cl)cc2)cc1,15.5%
C[C@@H]1C(=O)N2N=Cc3ccccc3[C@H]2N2N=Cc3ccccc3[C@@H]12,-11.8%
CCOC(=O)N1CCN(C(=O)C[C@@H]2C[C@]3(C(=O)OCC)CCC4=C3N(CCC4)C2=O)CC1,-7.1%
Cc1cccc(-c2cccc3c4c([nH]c23)[C@@H]2C[C@H](N(C)C(=O)OCc3ccccc3)[C@H]([C@H](C)O)CN2CC4)c1,?
CCCCOc1ccc(C(=O)n2ccc3ccc(-c4ccc5ccn(Cc6cccc(C(=O)OC)c6)c5c4)cc32)cc1,14.8%
O=C(Nc1ccc(F)cc1)OCc1cn(Cc2ccc(F)cc2)nn1,-12.8%
C(/C=C\c1ccco1)=NN1CCN(Cc2cccc3ccccc23)CC1,15.1%
COC(=O)[C@]12C[C@H](CC(=O)NCc3cccc(C(F)(F)F)c3)C(=O)N(CCc3ccc(OC)c(OC)c3)C1=C[C@H](C(C)C)O[C@@H]2C1CC1,?
CN(C)c1ccc(C(=O)NC2CCCCN(Cc3cccc(Cl)c3)C2=O)cc1 (stereo unspecified),?
CCCC[C@H]1C2CC(OC(=O)Nc3ccccc3C)C(C2)[C@H]2CCCCN21 (stereo partly specified),-2.6%
COc1ccc(Cn2ccc3ccc(-c4ccc5ccn(C(=O)C6CCC6)c5c4)cc32)cc1,11.7%
CCCCCCNC(=O)c1c(N)[nH]c(C(=O)c2ccccc2)c1-c1ccc(O)cc1,?
Nc1[nH]c(C(=O)c2ccccc2)c(-c2ccc3ccccc3c2)c1C(=O)NCCc1ccc(Cl)cc1,33.2%
Cc1ccc(-n2c(Cc3cccs3)nnc2SCC(=O)Nc2ccccc2-c2ccccc2)cc1,?
COCCCN1C(=O)[C@H](CC(=O)NCCCCc2ccccc2)[C@]2(C(=O)OC)CCCCC=C12,28.8%
